PPC-1+TRAIL kill: compounds killing PPC-1 cancer cells with TRAIL present (potentiator screen, no TRAIL-free arm) | PPC-1 cells + TRAIL, ATPLite viability luminescence | actives 0.41% (n = 220,000) | AID 1443 | cell killing (% activity), % at 4 µM;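 active = cell killing above 50% in the first pass at 4 µM, then a duplicate retest at 5 µM averaging 50% or more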;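 note: plate controls were cells with TRAIL plus DMSO for no effect and medium-only wells lacking cells for full effect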
TRPML3 agonist: activates the human TRPML3 channel | HEK293 TRPML3-YFP, Fluo-8 calcium fluorescence; 100% = the carbachol control signal | actives 0.29% (n = 220,000) | activation, % at 3 µM;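 active = activation above its plate's cutoff, the mean activation of the plate's test wells plus 3 SD, cut at about 12% in these data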;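 note: 0% = DMSO only wells and 100% = carbachol wells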
Target sequence (Q8TDD5 whole entry, looked up): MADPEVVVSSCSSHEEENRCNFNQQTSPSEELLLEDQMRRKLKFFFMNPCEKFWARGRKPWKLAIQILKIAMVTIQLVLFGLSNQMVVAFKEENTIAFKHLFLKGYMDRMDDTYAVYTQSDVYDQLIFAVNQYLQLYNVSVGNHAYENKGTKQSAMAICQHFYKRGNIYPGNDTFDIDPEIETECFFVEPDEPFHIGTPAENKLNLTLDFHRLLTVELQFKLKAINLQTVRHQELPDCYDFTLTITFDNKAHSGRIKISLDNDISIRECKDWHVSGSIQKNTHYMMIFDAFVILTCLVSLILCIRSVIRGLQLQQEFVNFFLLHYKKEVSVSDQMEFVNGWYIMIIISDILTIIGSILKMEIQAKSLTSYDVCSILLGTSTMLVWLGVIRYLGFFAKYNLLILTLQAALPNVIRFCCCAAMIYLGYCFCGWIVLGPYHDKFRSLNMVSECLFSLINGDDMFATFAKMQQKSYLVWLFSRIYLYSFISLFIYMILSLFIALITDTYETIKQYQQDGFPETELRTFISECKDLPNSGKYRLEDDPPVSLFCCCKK
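Test system: TRPML3-YFP stable HEK293 cells. Doses: single point at 3 µM. Incubation: dye loading 1 h 37 °C then 30 min ambient, 125 s read. Signal: Fluo-8 calcium dye fluorescence, ex 470-495, em 515-575 nm. Measure: percent activation from peak-to-basal fluorescence ratio, scaled between DMSO and carbachol.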
NPY Y1 blocker: blocks the human neuropeptide Y Y1 receptor | P25929 | HEK293-CNG Y1 cells, membrane potential fluorescence; NPY at EC95, then isoproterenol | inhibition, % at 3.6 µM | actives 1% (n = 200,000) | AID 1040;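 active = inhibition above the campaign mean inhibition of all tested compounds plus 3 SD, cut at about 20% in these data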;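 note: 0% = DMSO wells given NPY plus isoproterenol and 100% = isoproterenol alone without NPY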
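Test system – HEK293 Y1/CNG channel cell line · Also added – NPY agonist 25 nM, then isoproterenol 1 µM plus Ro 20-1724 25 µM · Compound dosing – one concentration, 3.6 µM, in 0.4% DMSO · Schedule – compound incubation 1 h at room temperature, readout 45 min post-stimulation · Technique – fluorescence, membrane potential probe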
TRPN1 ag: activates the zebrafish TRPN1 channel; HEK293 zebrafish TRPN1-YFP, Fluo-8 calcium fluorescence; 100% = response to 87 µM carbachol; activation, % at 3 µM; actives 0.18% (n = 220,000);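 active = activation above its plate's cutoff, the mean activation of test wells on that plate plus 3 SD, cut at about 19% in these data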;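 note: 0% = DMSO alone and 100% = 87 µM carbachol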
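Control set: carbachol 87 µM as high control, DMSO as low control; system: HEK293 stable line with zebrafish TRPN1-YFP; read-out: % activation versus carbachol response; detection: intracellular calcium fluorescence with Fluo-8; doses: single test compound dose, 3 µM nominal, 0.3% DMSO; schedule: dye 1 h 37 °C plus 30 min RT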
NPY-Y1 PAM-ag: potentiators or agonists of human neuropeptide Y receptor Y1 | NPY-Y1 expressing cells, potentiator/agonist activation | activation, % at 3.6 µM | actives 0.37% (n = 220,000); in the data active = activation above about 33%, passing the limit was not always enough;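 note: cells stimulated with NPY at EC10 then isoproterenol at EC100; 0% = low agonist plus stimulus and 100% = saturating agonist plus stimulus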
CHOP inhibitor: inhibitors of CHOP induction in ER stress response. CHO-K1 CHOP-promoter luciferase, tunicamycin-induced, 15-18 h. inhibition, % at 10 µM. actives 3.8% (n = 220,000);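 active = compounds that reduced the stress-induced luciferase reporter signal by more than about 70% of percent inhibition, limit read from the data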;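 note: 0% = tunicamycin plus vehicle and 100% = wells without tunicamycin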
PGE2 EP2 inh: blocks the human prostaglandin E2 receptor EP2; P43116; C6 glioma cells expressing human EP2, cAMP TR-FRET; cells stimulated with saturating PGE2; inhibition, % at 25 µM; actives 0.52% (n = 260,000); AID 1422;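 active = percent inhibition above 40 after rounding to a whole number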;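 note: rat C6 glioma host cells with rolipram phosphodiesterase inhibitor present; the protocol text gives 20 µM as final concentration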
Target sequence (P43116 whole entry, looked up): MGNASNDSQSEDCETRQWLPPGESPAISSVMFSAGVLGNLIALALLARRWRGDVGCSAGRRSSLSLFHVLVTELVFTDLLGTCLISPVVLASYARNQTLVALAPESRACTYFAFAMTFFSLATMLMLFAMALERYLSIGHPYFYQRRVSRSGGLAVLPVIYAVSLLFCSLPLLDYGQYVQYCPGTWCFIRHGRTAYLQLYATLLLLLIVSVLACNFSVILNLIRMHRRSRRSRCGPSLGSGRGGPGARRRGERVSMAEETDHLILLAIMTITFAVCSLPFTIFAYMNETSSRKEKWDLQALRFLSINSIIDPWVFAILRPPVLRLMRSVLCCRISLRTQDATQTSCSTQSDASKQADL
EP2 mod: modulators of human EP2 prostaglandin E2 receptor. P43116. EP2-expressing cells, cAMP HTRF FRET, PGE2 co-stimulation. induction, % at 25 µM. actives 0.83% (n = 260,000);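 active = compounds whose cAMP rise, as percent of the full-agonist control response, exceeds 60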;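 note: rat C6 glioma line stably carrying human EP2 under a CMV promoter; the protocol text gives 20 µM as final concentration; 100% = response of wells given 1 µM PGE2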
14-3-3 Bad PPI: disrupts binding of bovine 14-3-3 zeta to phospho-Bad peptide. P63103. TR-FRET 14-3-3zeta/Dy647-pBad peptide displacement, 1 h. inhibition, % at 21.7 µM. actives 0.71% (n = 220,000). AID 781;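 active = inhibition above about 70%, limit read from the data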;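 note: 0% = full 14-3-3 plus peptide FRET controls and 100% = background without 14-3-3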
Starred values were filed as active, the others as inactive; nt = not tested or not shown; & = joins results of further samples; [ ] = dose if it differs, or a comment. The list is partial; the hit share may differ from the screen's.

Results follow in this order: TRPML3 agonist	EP2 mod	PGE2 EP2 inh	CHOP inhibitor	14-3-3 Bad PPI	NPY Y1 blocker	PPC-1+TRAIL kill	NPY-Y1 PAM-ag	TRPN1 ag
1	Cc1ccc(S(=O)(=O)CC(CN2CCOCC2)N2CCOCC2)cc1 (centres undefined)
    0.2	10.0	7.3	17.9	-7.7	3.9	0.3	-12.8	2.6
2	Cc1cc(=O)oc(C)c1C(=O)NCCc1ccc(F)cc1
    -0.1	-21.4	4.0	7.5	-7.4[fluorescence artefact?]	-1.8	0.4	2.7	0.9
3	Cc1ccc([N+](=O)[O-])cc1NC(=O)Nc1ccc(S(N)(=O)=O)cc1
    0.9	-19.8	18.4	5.0	-4.2	nt	-20.2	6.0	0.5
4	Nc1nc2c(F)cccc2s1
    0.9	3.3	8.5	-5.5	1.1	-2.3	-11.5	3.8	0.2
5	CC1(C)CC(=O)C2=C(C1)OC(N)=C(C#N)C21C(=O)N(Cc2ccccc2Cl)c2ccccc21 (centres undefined)
    1.6	54.4	13.6	37.4	5.4	-3.2	-8.2	22.1	2.8
6	COc1cccc(C(=O)NC2(C(F)(F)F)N=C3SCCN3C2=O)c1 (centres undefined)
    0.0	-111.2	10.0	-1.2	3.2[fluorescence artefact?]	5.4	2.2	-8.7	0.5
7	CCOC(=O)c1sc2nc(C)nc(NCc3cccnc3)c2c1C
    0.2	-25.8	1.1	8.5	-1.0	1.9	2.3	9.9	-0.4
8	CC1=NN(c2ccc([N+](=O)[O-])cc2)C(=O)/C1=C\N(C)C
    1.0	-9.9	9.6	23.9	8.7[fluorescence artefact?]	7.6	26.0	-5.0	1.2
9	CCCCn1c(SCC(=O)OCC)nc2c1c(=O)[nH]c(=O)n2C
    0.4	5.2	7.1	-23.8	6.4	-0.3	-4.0	2.1	-0.3
10	CCC(=O)N/C(=N/c1nc(C)cc(C)n1)Nc1ccc(OC)cc1
    0.5	8.5	11.5	-12.8	-2.5	2.8	-1.1	-25.9	1.4
11	CCC(NC(=S)Nc1ccccc1)C(=O)O (centres undefined)
    0.5	28.2	6.9	-0.9	-12.0[fluorescence artefact?]	0.8	-13.8	2.9	0.8
12	CCc1nnc(NS(=O)(=O)c2ccc(NC(=S)NC(=O)/C=C/c3ccc(C(C)C)cc3)cc2)s1
    0.5	-16.9	3.0	104.7*	32.6[fluorescence artefact?]	6.5	-1.2	12.6	-1.3
13	O=C(CSc1nnc2c(Cl)cc(C(F)(F)F)cn12)Nc1ccc2c(c1)OCO2
    0.3	7.2	6.2	48.6	3.1	5.9	17.7	-11.1	-0.6
14	C/C(CC(=O)Nc1ccc(Cl)cc1Cl)=N\NC(=O)c1ccncc1
    -0.9	2.1	9.1	20.6	-6.5	nt	21.2	19.8	-2.4
15	CCn1c(SCC#N)nc2ccccc2c1=O
    0.2	19.0	6.5	5.3	0.4	nt	9.0	-18.5	-0.5
16	O=C(N/N=C/c1ccc(Br)cc1)c1ccccc1-n1cccc1
    -1.0	0.0	5.4	3.5	10.5	3.2	12.7	13.8	-2.1
17	Cc1cc(C(=O)CSc2nnc(-c3ccccc3)n2-c2ccccc2)c(C)n1-c1ncn[nH]1
    -0.4	26.7	5.0	-8.6	2.0	-1.3	33.1	19.3	0.3
18	COc1cccc(-c2ccc(C#N)c(OC(=O)c3c(Cl)cccc3Cl)n2)c1
    0.0	42.3	2.5	35.6	1.3	10.0	-16.2	-57.4	1.8
19	CSC1=NC2(CC(c3ccccc3)Oc3cc(O)ccc32)CC(C)(C)N1 (centres undefined)
    0.8	-8.8	nt	-28.9	-3.2	12.7	14.8	-46.2	3.8
20	CSCCC(NC(=O)CCN1C(=O)c2ccccc2C1=O)C(=O)O (centres undefined)
    0.4	18.4	4.8	-6.6	8.7	0.2	3.0	-2.9	0.9
21	O=C(Cc1cccc2ccccc12)NNC(=O)Nc1cccc(Cl)c1
    0.3	-25.4	14.6	51.4	7.8	-2.0	11.6	16.1	0.1
22	COc1ccc(NC(=O)c2c3c(nc4ccccc24)CCC3)cc1
    0.1	-18.9&-11.1	7.8&6.9	12.2	-1.4	9.2	1.6	22.9	-1.4
23	Cc1ccccc1N(C(=O)Cn1nnc(-c2ccc(F)cc2)n1)C(C(=O)NC(C)(C)C)c1ccncc1 (centres undefined)
    0.2	-32.7	7.4	17.5	0.2	-5.2	17.3	3.9	-3.1
24	Cc1ccccc1-n1c(-c2ccco2)n[nH]c1=S
    0.5	27.1	9.2	17.7	-5.1	-2.1	7.4	-15.3	0.5
25	O=C(CN(Cc1ccccc1)C(=O)CCC(=O)Nc1ccccn1)NCc1ccco1
    -0.1	35.0&-18.6	9.0&16.5	4.3	3.0[fluorescence artefact?]	0.0	21.4	-8.4	1.0
26	CC(=O)Nc1ccc(S(=O)(=O)Nc2cccc(-c3cn4cccnc4n3)c2)cc1
    1.1	-5.0	7.5	-10.0	-5.0	4.6	-0.5	-1.7	1.2
27	Cc1cc(S(=O)(=O)Nc2ccc3c(c2)COC3=O)ccc1F
    0.1	3.7	2.0	-6.0	6.2	6.3	4.3	-7.8	-0.1
28	O=C(Cn1ncc(N2CCOCC2)c(Br)c1=O)c1ccc(Cl)cc1
    1.1	-26.1	3.8	13.9	-1.6	1.9	-6.5	8.9	0.2
29	Cc1ccc(CN2C(=O)CCC2C(=O)NCc2ccco2)cc1 (centres undefined)
    0.0	23.2	12.9	13.8	5.0	-3.2	9.4	3.0	-1.3
30	O=C1Nc2cc(Cl)c(Cl)cc2N(O)N1c1cccc(Cl)c1
    0.0	22.1	7.2	5.2	19.9	6.1	10.9	14.1	-0.5
31	O=C(COC(=O)c1cc2ccccc2o1)c1ccccc1
    -0.2	-11.2	9.4	-14.0	1.4	7.7	31.7	-9.9	-1.0
32	CC1CCC2(CC1)NC(=O)N(CC(=O)NC(=O)Nc1ccc3c(c1)OCCO3)C2=O (centres undefined)
    -0.8	-14.2	13.5	1.2	-2.2	nt	9.0	3.3	0.1
33	Cc1ccc2nc(NC(=O)COC(=O)c3ccncc3)sc2c1
    2.0	-18.6	2.7	20.7	-1.9	2.0	21.3	5.6	2.2
34	CCOc1ccc(C(C(=O)NC2CCCC2)N(CCCO)C(=O)c2ccc(-c3ccccc3)[nH]2)cc1 (centres undefined)
    -1.0	-6.8	7.7	-2.3	-1.0	-2.2	2.0	10.8	-1.2
35	Cc1cccc(N2CCN(C(=O)C3CCCN(S(=O)(=O)c4c(C)noc4C)C3)CC2)c1C (centres undefined)
    -0.5	nt	6.4	nt	nt	3.9	nt	20.7	0.4
36	CCOC(=O)c1c(NC(=O)CSc2nnc(Cc3csc(N)n3)n2C)sc(C)c1C
    -1.0	20.0	7.3	4.2	-15.4	-7.6	24.0	17.7	0.5
37	CN(C)/C=C/C1=CC(=O)CC(C)(C)C1
    0.4	11.3	3.9	-9.1	-14.3	-0.3	-13.7	-10.6	0.9
38	CCCn1c(C)cc(=O)c2cc(NC(=O)c3cnccn3)ccc21
    0.6	-18.4	13.5	30.5	5.5[fluorescence artefact?]	-4.2	4.1	-1.8	0.3
39	COc1cc(-c2onc3ccc(Br)cc23)cc(OC)c1OC
    0.3	20.4	5.7	-3.7	-4.7	-2.8	-5.8	3.8	1.5
40	COC(=O)C1=C(C)Nc2ncnn2C1c1ccccn1 (centres undefined)
    0.1	21.4	3.6	28.8	5.8	5.7	26.4	3.8	1.2
41	Cc1c(Cl)cccc1NC(=O)CC1NCCNC1=O (centres undefined)
    2.5	3.8	7.2	-8.1	-1.6	3.0	9.2	-8.5	0.0
42	COc1cccc(OC)c1C(=O)NCCSC1CCCCC1
    0.9	-11.4	1.7	9.1	-0.8	1.2	-7.6	-21.7	0.1
43	N#C/C(=C\c1c[nH]c2ccccc12)C(N)=O
    0.0	5.3	7.2	-11.5	4.1	nt	7.6	-14.6	-2.2
44	Cc1cccnc1CN1CCN(C(=O)CCc2nnc(CCc3ccccc3)o2)CC1
    -0.1	-18.7	7.6	-30.6	-5.2	-1.8	-7.8	7.4	-0.6
45	CC1CCN(CCOc2ccccc2-c2ccccc2)CC1
    0.7	28.0	12.2	9.2	46.3	5.9	20.5	-37.7	0.4
46	CCS(=O)(=O)N1CCC(C(=O)Nc2cc([N+](=O)[O-])ccc2C)CC1
    1.0	6.8	6.2	-6.2	-4.5	nt	-11.0	3.5	1.0
47	COc1cc2c(cc1OC)-c1cc3ccc4c(c3c[n+]1CC2)OCO4
    1.1	-12.9	36.6	-5.0	-29.7	3.8	2.0	-0.9	4.1
48	CCc1nc(N2CCC3(CC2)OCCO3)c2nnn(Cc3ccccc3Cl)c2n1
    -1.2	30.2	12.7	58.4	3.9	6.3	36.6	-0.5	-0.5
49	COc1ccc(Cn2nnnc2CN2CCc3ccccc3C2)cc1
    0.0	18.8	5.2	6.8	48.8[fluorescence artefact?]	11.2	16.3	-47.4	-0.4
50	O=C(CCNC(=O)c1ccco1)Nc1cccc(Br)c1
    0.7	9.6	3.1	6.3	-9.8	1.1	14.0	4.2	0.8
51	CC(C)(C)SCCNC(=O)c1ccc(Cl)c(S(=O)(=O)N2CCOCC2)c1
    2.1	nt	16.9	nt	nt	0.6	nt	-25.9	9.4
52	O=[N+]([O-])c1ccc(O)c(/C=N/Nc2nn[nH]n2)c1
    0.2	1.0	6.7	8.2	-16.3	2.1	8.3	5.7	-1.0
53	Oc1ccc(-c2n[nH]c(C(F)(F)F)c2-c2ccccc2)c(O)c1
    0.5	-12.5	7.4	57.3	-9.5	-2.9	20.4	13.9	0.1
54	O=C(CSc1ncn[nH]1)Nc1ncc(C(F)(F)F)cc1Cl
    0.7	-0.2	4.2	43.4	-5.7	3.1	-0.8	-4.2	1.1
55	Cc1cccc(C)c1NC(=O)C1(N(C(=O)c2ccccn2)c2ccc(O)cc2)CCCCC1
    0.5	5.3	1.1	13.2	-1.0	-3.2	-5.7	0.0	-0.4

Entries of single compounds as entered above.
CC1CCC2(CC1)NC(=O)N(CC(=O)NC(=O)Nc1ccc3c(c1)OCCO3)C2=O (centres undefined) is listed as TRPML3 agonist: -0.8; EP2 mod: -14.2; PGE2 EP2 inh: 13.5; CHOP inhibitor: 1.2; 14-3-3 Bad PPI: -2.2; NPY Y1 blocker: nt; PPC-1+TRAIL kill: 9.0; NPY-Y1 PAM-ag: 3.3; TRPN1 ag: 0.1
COc1cc(-c2onc3ccc(Br)cc23)cc(OC)c1OC is listed as TRPML3 agonist: 0.3; EP2 mod: 20.4; PGE2 EP2 inh: 5.7; CHOP inhibitor: -3.7; 14-3-3 Bad PPI: -4.7; NPY Y1 blocker: -2.8; PPC-1+TRAIL kill: -5.8; NPY-Y1 PAM-ag: 3.8; TRPN1 ag: 1.5
